Bioassay records deposited in PubChem by National Center for Advancing Translational Sciences (NCATS).
BRCA1 expr up: activators of BRCA1 expression; MCF7-BRCA1-FFLuc reporter, luminescence, 48 h; response scale: scaled: vehicle 0%, 10 µM genistein 100%; Potency, µM (top dose mostly 46.1 µM), for the others: top-dose activation, actives largely listed as activators; hit rate 1.1% among 380,000; note: nearly all actives have a fitted effect of over 80% in size; some results filed as inactive show a strong effect at the top dose
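Luminescence from a BRCA1-driven firefly luciferase in MCF7 cells was read after 48 h compound exposure at 37 C. Data normalized against DMSO and a 10microM genistein activation control, then curve-fitted across the titration.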
uPA surface inh: inhibitors of cell surface uPA generation; cell surface uPA generation assay, qHTS; Potency, µM (series often up to 38.3 µM), inactives show at the top dose activity change, negative = inhibition, hits mostly inhibitors; hit rate 0.31% among 330,000; AID 540303; active = well fitted inhibition curve with a large enough effect; inconclusive = small, poorly fitted or top-dose-only effect; inactive = no such curve, though single readings can be large or run the other way; tested in mouse RAW 264.7 cells; note: % is set by controls: 0 for no effect and ±100 for the full control effect; nearly all actives have a fitted effect of over 55% in size
FLuc counter: inhibits or activates purified firefly luciferase, miR-21 counter-screen. P08659. purified FLuc, Km substrates, luminescence inhibition. Potency, µM (titrated, usually from 57.5 µM), for inactives: at the highest dose activity change, negative = inhibition, hits mostly inhibitors. hit rate 6.9% among 360,000;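 note: plate controls were vehicle for no effect and reference inhibitor for full effect; nearly all actives have a fitted effect of over 55% in size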
Target sequence (P08659 whole entry, looked up): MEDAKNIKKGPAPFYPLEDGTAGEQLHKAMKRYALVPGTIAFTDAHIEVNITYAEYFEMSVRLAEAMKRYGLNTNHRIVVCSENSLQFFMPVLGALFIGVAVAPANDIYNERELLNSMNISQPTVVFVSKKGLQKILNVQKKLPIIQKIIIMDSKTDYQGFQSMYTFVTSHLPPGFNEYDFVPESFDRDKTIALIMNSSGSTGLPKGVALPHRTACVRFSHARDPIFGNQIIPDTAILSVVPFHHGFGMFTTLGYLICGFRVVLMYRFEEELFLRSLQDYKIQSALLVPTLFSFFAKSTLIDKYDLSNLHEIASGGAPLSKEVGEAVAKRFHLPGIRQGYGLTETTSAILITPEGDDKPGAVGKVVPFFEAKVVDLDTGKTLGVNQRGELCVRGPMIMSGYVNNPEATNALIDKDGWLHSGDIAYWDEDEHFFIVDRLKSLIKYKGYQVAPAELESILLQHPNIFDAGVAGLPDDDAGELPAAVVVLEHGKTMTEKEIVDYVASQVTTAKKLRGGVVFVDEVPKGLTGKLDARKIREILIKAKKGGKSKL
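Biochemical qHTS of compounds, final roughly 60 µM downward over six points, against 10 nM purified firefly luciferase using Km concentrations of substrates (10 uM D-luciferin, 10 uM ATP) in Tris acetate pH 7.5 buffer; luminescence output.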
p53 reactivator: restores transcriptional activity of mutant p53 | H1299 p53-A138V BP100-luciferase reporter, luminescence, 24 h | Potency, µM (titrated, usually from 92.2 µM), without a hit: top-dose activity change, positive = activation, hits mostly activators | hit rate 0.063% among 320,000; note: % of control where 0% means no effect; nearly all actives have a fitted effect of over 45% in size
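H1299 (p53-null), stable ts p53-A138V + BP100-Luc; 1000 cells/well, Opti-MEM/10% FBS; cpd 4 pt, 1:5; 24 h, 37 deg C, 5% CO2; detection reagent 10 min RT; luminescence.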
VP16 counter: inhibits Gal4-VP16 luciferase reporter, ROR gamma counter-screen. Potency, µM (top dose mostly 53.6 µM), inactives show top-dose activity, negative = inhibition, actives largely listed as inhibitors. hit rate 3.5% among 310,000. Drosophila S2 Gal4-VP16 UAS-luciferase, luminescence, 20 h;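 note: Gal4-VP16 expression switched on by copper sulfate through the metallothionein promoter; % is set by controls: 0 for no effect and ±100 for the full control effect; nearly all actives have a fitted effect of over 50% in size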
NPC1 promoter act: activators of NPC1 promoter; Huh7 NPC1 promoter luciferase reporter, 24 h; Potency, µM (highest dose often 9.22 µM), for inactives: at the top dose activation, actives largely listed as activators; hit rate 2.4% among 320,000; AID 485313;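 note: % of control where 0% means no effect; nearly all actives have a fitted effect of over 60% in size; reporter is driven by a mutant NPC1 promoter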
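Compounds in DMSO were transferred onto Huh7 NPC1-luciferase reporter cells pre-incubated 2 h; after 24 h at 37 °C, Amplite reagent was dispensed and luminescence recorded 10 min later.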
Rab9 promoter act: activates the Rab9 promoter; Huh7 Rab9 promoter-luciferase reporter, luminescence, 24 h; Potency, µM (titrated, usually from 9.22 µM), for inactives: at the top dose activation, negative = inhibition, most hits filed as activators; hit rate 2.8% among 320,000; AID 485297; note: % of control where 0% means no effect; nearly all actives have a fitted effect of over 60% in size
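Huh7 cells stably carrying a Rab9 promoter-luciferase reporter, 1500 cells per well in OP-MEM I with 10% FBS, treated with compound 24 hours at 37C. Luciferase activity read by luminescence after 10 minutes with Amplite reagent.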
RORg inh: blocks mouse ROR gamma transcriptional activity | Drosophila S2 Gal4-RORgamma UAS-luciferase reporter, 20 h | P51450 | AID 2551 | hit rate 5.4% among 310,000 | Potency, µM (top dose mostly 53.6 µM), inactives show at the top dose activity change, negative = inhibition, actives largely listed as inhibitors; note: % is set by controls: 0 for no effect and ±100 for the full control effect; nearly all actives have a fitted effect of over 60% in size
Target sequence (P51450 whole entry, looked up, the tested form may be a part): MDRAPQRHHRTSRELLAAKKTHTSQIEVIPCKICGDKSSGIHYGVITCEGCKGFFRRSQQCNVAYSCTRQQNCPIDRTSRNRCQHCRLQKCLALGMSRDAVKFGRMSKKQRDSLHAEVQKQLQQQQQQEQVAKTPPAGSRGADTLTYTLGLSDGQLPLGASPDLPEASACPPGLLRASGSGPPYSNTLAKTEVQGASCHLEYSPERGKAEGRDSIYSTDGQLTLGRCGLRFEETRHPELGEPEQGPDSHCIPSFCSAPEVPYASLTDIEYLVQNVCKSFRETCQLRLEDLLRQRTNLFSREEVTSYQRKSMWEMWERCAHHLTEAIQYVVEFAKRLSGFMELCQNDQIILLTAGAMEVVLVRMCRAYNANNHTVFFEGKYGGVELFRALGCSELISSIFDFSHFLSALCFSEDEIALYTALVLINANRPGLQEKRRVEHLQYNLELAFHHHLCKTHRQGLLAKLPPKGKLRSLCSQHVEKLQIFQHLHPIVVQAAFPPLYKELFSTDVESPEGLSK
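In this cell-based reporter format, copper sulfate (700 uM final) drives Gal4–ROR gamma fusion expression from a metallothionein promoter in Drosophila Schneider cells; compounds preincubated 1 hr, reporter read after 20 hr at ambient temperature.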
MBNL1-CUG inh: MBNL1-poly(CUG) RNA binding inhibition; Q9NR56; TR-FRET MBNL1-His/biotin-(CUG)12 binding, 665/545 ratio; Potency, µM (series often up to 57.5 µM), for inactives: at the highest dose activity change, negative = inhibition, hits mostly inhibitors; hit rate 0.036% among 280,000; AID 2675; active = well fitted inhibition curve with a large enough effect in the signal ratio, with a control signal flat, not every such curve was filed as active; inconclusive = small, poorly fitted or top-dose-only effect, or effect the other way, or a change in a side signal; inactive = no such curve, though single readings can be large or run the other way; the % refers to the signal ratio; note: % is set by controls: 0 for no effect and ±100 for the full control effect
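MBNL1-His + Biotin-(CUG)12, cpd titration 92 nM–58 uM; Tb anti-His Ab 0.055 ng/ul, SA-XL665 5 nM (final); 60 min RT; ratiometric 665/545 nm, Ex 340 nm; normalized to buffer and full-complex controls.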
ELG1 genotoxic: inducers of genotoxicity in HEK293T ELG1-luciferase cells; HEK293T ELG1-luciferase reporter, luminescence, 16 h; Potency, µM (series often up to 46 µM), inactives show at the top dose activity change, positive = activation, hits mostly activators; hit rate 1.3% among 330,000; note: % of control where 0% means no effect; nearly all actives have a fitted effect of over 60% in size
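HEK293T cells expressing luciferase-tagged ELG1 were treated with compound or DMSO for 16 hr at 37°C. Luciferase activity was then read after 30 min with ONE-Glo at room temperature; rising signal flags genetic stress.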
The depositor's hits bear a star; ? = inconclusive; / = not tested or not shown; & = joins results of further samples; [ ] = remark or other dose. Unless noted, calls come from the whole dose curve; as a rule, active = well fitted curve in the direction sought with a large enough effect; inconclusive = small, poorly fitted or top-dose-only effect, or another doubt; inactive = no such curve, though single readings can be large; an effect the other way counts as inactive or inconclusive. Potency is the fitted concentration of half-maximal effect. Outcome played no part in choosing rows; overall some 13% were active at least once.

nr | smiles | BRCA1 expr up | uPA surface inh | FLuc counter | p53 reactivator | VP16 counter | NPC1 promoter act | Rab9 promoter act | RORg inh | MBNL1-CUG inh | ELG1 genotoxic
1 | CCOC(=O)c1nn(-c2ccccc2)c(=O)cc1SC1CCCCC1 | -8.6% | -1.0% | 0.3% | -8.3% | -6.9%[10 µM] | -11.1% | 0.1% | -7.5% | 3.9% | 2.2%
2 | CC(NC(=O)c1ccc(CS(C)(=O)=O)cc1)c1ccc(-n2ccnc2)cc1 (stereo not given) | -25.7% | 12.5% | 2.9% | 16.1% | -1.2% | -1.1% | -2.0% | -0.3% | -8.0% | 0.4%
3 | Cn1cc(S(=O)(=O)Nc2ccc(Oc3ccccc3)cc2)c(=O)n(C)c1=O | -20.6% | -6.3% | 4.7% | -2.0% | -1.3% | 2.0% | -7.8% | 11.2% | -2.2% | -3.8%
4 | CCCCNCc1cccn1-c1ccccc1 | 1.0% | 2.3% | 6.3% | -5.3% | -2.4% | -0.9% | 0.3% | -15.0% | 14.1% | -2.7%
5 | CCOC(=O)C1=C(C)N=C2SCCC(=O)N2[C@@H]1c1cccs1 | -5.2% | -1.7% | 0.1% | -3.4% | 5.4% | 0.6% | 0.6% | -17.9% | 5.2% | -0.3%
6 | COc1ccc(/C=N/NC(=O)c2cccnc2)cc1CN1CCOCC1 | -3.7% | 5.9% | -0.6% | 3.4% | -3.0% | 2.0% | -3.4% | -14.2% | -0.7% | 2.7%
7 | CC1CCN(C(=O)c2ccc(CS(=O)(=O)Cc3ccccc3)cc2)CC1 | -52.4% | -22.5% | 1.6% | 0.9% | 0.6% | -3.5% | 2.1% | 6.1% | 6.7% | -11.0%
8 | NC(=NCCc1ccc(Cl)cc1)NS(=O)(=O)c1ccc(F)cc1 | -8.6% | 0.3% | -1.4% | -7.9% | -7.4% | -1.3% | 8.3% | ? | -15.5% | -6.7%
9 | COc1ccccc1C(=O)Nc1nnc(CCc2ccccc2)s1 | 23.7% | -10.5% | ? | -4.1% | -17.3% | -32.0%[inhibitor] | -16.5% | 21.1% | 5.4% | 0.0%
10 | COc1cc(CNn2cn[nH]c2=S)cc(Br)c1OCc1ccccc1F | -0.4% | -7.2% | -11.5% | -4.6% | -28.3% | -1.4% | 0.3% | 3.16µM* | -3.3% | -2.3%
11 | O=C(CN1CCN(Cc2ccccc2)C1=O)NCc1ccc(Cl)cc1 | -4.7% | -0.3% | 5.0% | 0.4% | -3.3% | -0.1% | -0.2% | -12.1% | -2.8% | -1.0%
12 | CCCCN(C1CCS(=O)(=O)C1)S(=O)(=O)c1ccc(OC)c(OC)c1 (stereo not given) | -5.2% | 5.0% | 3.1% | 7.4% | / | 1.8% | -2.3% | / | / | -3.6%
13 | CCCc1[nH]n(-c2nc3ccccc3s2)c(=O)c1C=NCCN1CCOCC1 | 67.7% | / | 16.9µM* | ? | -19.2% | 17.7% | 15.7% | ? | -8.1% | ?
14 | O=C1CN(C(=O)COC(=O)C2CC(=O)N(Cc3ccco3)C2)c2ccccc2N1 (stereo not given) | 4.4% | -0.7% | 1.6% | 0.3% | -6.5% | -4.2% | -5.2% | -7.1% | -5.3% | 1.3%
15 | O=C(OCC(=O)N1CCN(c2ccccc2)CC1)c1cccs1 | -0.7% | 1.7% | ? | 25.4% | / | 1.3% | 22.3% | / | / | 1.0%
16 | CC(C)c1ccc(OCc2ccc(C(=O)O)o2)cc1 | -16.5% | -3.2% | 0.426µM* | -11.2% | ? | ? | ? | 2.82µM* | -3.5% | ?
17 | O=C(CN1CCN(C(=O)c2c(F)cccc2F)CC1)Nc1ccccc1C(F)(F)F | -1.5% | -5.8% | 1.5% | -5.7% | -5.6% | 0.4% | 9.0% | 5.1% | -1.1% | -7.3%
18 | Cc1noc(C)c1C(=O)Nc1ccc(F)cc1 | 20.6% | -0.4% | -0.6% | 0.0% | 2.3% | -10.3% | -2.2% | 6.9% | / | 1.0%
19 | Cc1ccc(OCCNC(=O)c2ccccc2O)cc1 | 41.2% | 5.4% | ? | 2.2% | -3.1% | 1.4% | 12.6% | ? | 0.6% | 4.5%
20 | Cc1nc2ccccc2c(=O)n1-c1ccc(NS(=O)(=O)c2ccc(F)cc2F)cc1 | -19.0% | -1.4% | 1.9% | -0.7% | / | -3.9% | 2.6% | / | / | 0.5%
21 | Cc1nc2ccccn2c1C(=O)NN=C1CCCC1 | -5.3% | -13.5% | 1.0% | 8.6% | -4.9% | -1.2% | 6.6% | -31.4% | 1.4% | -3.0%
22 | Cc1cccc(C(=O)NC(=S)Nc2ccc(S(=O)(=O)N(C)c3ccccc3)cc2)c1 | -39.2% | -0.6% | 1.1% | 5.4% | ? | -1.6% | -5.9% | 11.2µM* | -5.9% | -18.7%
23 | CCOCCCNc1ncnc2c1nc1n2CCCC1 | 18.4% | -3.4% | -6.5% | 15.0% | -5.2% | 5.1% | 16.1% | 22.5% | -1.4% | 2.7%
24 | CCOCCCNC(=O)C(NC(=O)c1ccc2c(c1)OCO2)c1ccc(Cl)cc1 (stereo not given) | -22.4% | 3.8% | -1.8% | -5.7% | 1.8% | -1.0% | ? | -5.0% | 1.9% | 0.0%
25 | Cc1cc(C)n(C(C)n2nc(C)cc2C)n1 | 0.3% | / | 2.7% | 1.5% | -8.2%[0.365 µM] | -0.2% | -5.1% | -30.6% | -4.3% | -0.9%
26 | Cc1cc(=O)[nH]c(SCc2cc(=O)n3nc(C)sc3n2)n1 | 2.2% | 10.7% | -0.7% | -0.9% | -2.2% | 8.2% | 1.0% | -8.3% | -0.4% | 3.1%
27 | O=C(NCc1ccco1)c1ccc(CNc2c(N3CCCCC3)c(=O)c2=O)cc1 | 3.1% | 5.7% | 1.3% | -2.2% | 21.6% | -2.3% | -1.6% | 0.4% | -1.0% | -0.5%
28 | Cc1cccc(NC(=O)CN(C)S(=O)(=O)c2ccc(-c3ccc(=O)[nH]n3)s2)c1C | -11.5% | -8.2% | 4.3% | 0.2% | 6.6% | 0.3% | -1.7% | 8.0% | ? | 2.2%
29 | COC(=O)C(C(=O)OC)C(C)C(C(=O)OC)C(=O)OC | -0.3% | -4.9% | -0.4% | -0.3% | 1.1% | -2.0% | -0.4% | -15.8% | 4.2% | 0.7%
30 | COc1cccc(CNC(=O)CCS(=O)(=O)c2ccc3c(c2)oc(=O)n3C)c1 | 9.4% | 2.8% | 0.7%&-2.6% | -1.5% | -2.1% | 23.1% | -3.8% | 5.4% | -2.9% | -0.1%
31 | Cc1cc(C)c(S(=O)(=O)c2c(C)cccc2C)c(Cl)n1 | 2.7% | / | -0.6% | 6.5% | 2.8% | -8.1% | -2.8% | -27.5% | -4.2% | -9.8%
32 | Cc1ncc(CO)c2cc(C(=O)Nc3ccccc3Cl)c(=Nc3cccc(C(N)=O)c3)oc12 | -2.3% | 6.7% | 3.4% | -3.9% | -10.7% | -1.1% | 2.9% | 1.9% | 14.1% | 0.1%
33 | CN1CC(=O)N(CC(=O)Nc2cc(Cl)cc(Cl)c2)C1=O | -12.8% | 4.7% | 6.6% | -2.5% | 5.2% | -3.5% | -8.8% | 24.8% | / | 0.3%
34 | COc1cc(/C=C/C(C)=O)cc(OC)c1OC | -37.7% | -12.1% | 0.5% | 0.8% | 29.7% | 1.5% | -5.9% | -4.3% | -4.7% | 12.5%
35 | O=C(Nc1ccc2sccc2c1)c1cccc(N2C(=O)CCC2=O)c1 | 73.4% | -0.9% | 8.49µM* | 8.8% | -28.3% | ? | 3.98µM* | -15.4% | -1.7% | 18.3µM*
36 | Cc1ccc(C(=O)c2cccc(N)c2)cc1C | -42.8% | -6.6% | ? | -8.2% | -15.3% | -36.4%[inhibitor] | -8.0% | 15.2% | / | 2.3%
37 | CC(=O)Nc1ccc(C2Nc3ccccc3C(=O)N2C2CCCCC2)cc1 (stereo not given) | 0.6%[1.84 µM] | 1.8% | -1.4% | 6.3% | 2.2% | -0.9% | 3.5% | 24.6% | -4.1% | 5.2%
38 | COc1ccccc1N1CCN(/N=C/c2ccc(C(=O)O)cc2)CC1 | 62.9% | 9.7% | 2.69µM* | 0.6% | -26.8% | 1µM* | 0.708µM* | -44.6% | 1.3% | ?
39 | O=C(Nc1nncs1)C1COc2ccccc2O1 (stereo not given) | 24.3% | -2.4% | ? | 16.1% | 10.9% | 18.5% | 2.7% | 42.6% | 2.6% | 14.8%
40 | Cc1ccc(S(=O)(=O)N2CCN(C(=O)N3CCOCC3)C2C)cc1 (stereo not given) | 2.1% | / | 3.4% | 20.2% | -11.3%[0.365 µM] | 5.7% | -7.5% | 0.0% | 3.5% | 0.2%

Reformatted: entries from further up.
Each structure is followed by: BRCA1 expr up, uPA surface inh, FLuc counter, p53 reactivator, VP16 counter, NPC1 promoter act, Rab9 promoter act, RORg inh, MBNL1-CUG inh, ELG1 genotoxic
(26) Cc1cc(=O)[nH]c(SCc2cc(=O)n3nc(C)sc3n2)n1
→ 2.2%, 10.7%, -0.7%, -0.9%, -2.2%, 8.2%, 1.0%, -8.3%, -0.4%, 3.1%
(32) Cc1ncc(CO)c2cc(C(=O)Nc3ccccc3Cl)c(=Nc3cccc(C(N)=O)c3)oc12
→ -2.3%, 6.7%, 3.4%, -3.9%, -10.7%, -1.1%, 2.9%, 1.9%, 14.1%, 0.1%
